Assay outcomes (PubChem)
HTR2A ag: mouse Htr2a agonists via beta-arrestin recruitment, primary screen, cell-based, luminescence | 5-hydroxytryptamine receptor 2A (Mus musculus), P35363 | CHO-K1 mHTR2A beta-arrestin complementation; percent of 30 µM serotonin response | activation, % at 7.6 µM | actives 0.66% (n = 360,000);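 active = activation above a run cutoff, the mean activation of all tested compounds plus 3 SD, cut at about 14% in these data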;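 note: 0% = plate median of compound wells and 100% = 30 µM serotonin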
Target sequence (P35363 whole entry, looked up): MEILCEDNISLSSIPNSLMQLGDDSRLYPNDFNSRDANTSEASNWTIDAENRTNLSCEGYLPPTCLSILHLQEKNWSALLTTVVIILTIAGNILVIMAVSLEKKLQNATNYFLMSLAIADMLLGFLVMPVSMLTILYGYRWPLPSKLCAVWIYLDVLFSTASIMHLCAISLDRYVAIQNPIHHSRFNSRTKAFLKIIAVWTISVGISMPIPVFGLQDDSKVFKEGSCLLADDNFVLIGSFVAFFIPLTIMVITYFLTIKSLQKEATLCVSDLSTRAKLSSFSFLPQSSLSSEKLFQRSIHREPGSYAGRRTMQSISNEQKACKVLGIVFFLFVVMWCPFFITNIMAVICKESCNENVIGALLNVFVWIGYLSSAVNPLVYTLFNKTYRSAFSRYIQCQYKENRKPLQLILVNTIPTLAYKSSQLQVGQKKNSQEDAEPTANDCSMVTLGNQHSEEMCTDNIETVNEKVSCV
ABCB6 inh 2: ABCB6 transporter inhibitors, primary screen, K562-ABCB6 cells, flow cytometry, MLPCN library; ATP-binding cassette sub-family B member 6 (Homo sapiens), Q9NP58; K562-ABCB6 porphyrin accumulation, 1 h; stronger effect = lower value; fluorescence ratio to DMSO, % at 10 µM; actives 0.19% (n = 360,000);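 active = fluorescence ratio to DMSO below 75%, the collection mean minus 3 SD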;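 note: signal is porphyrin accumulated inside mitochondria; 100% equals median channel fluorescence of DMSO control wells; lower ratio means ABCB6 inhibition with less porphyrin fluorescence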
aDG glyco up: activators of alpha-DG glycosylation, primary screen, uHTS, Pro5-aDG cells, AlphaScreen; alpha-DG glycosylation AlphaScreen (IIH6); 0% Pro5, 100% B10-LARGE cell signal; activation, % at 10 µM; AID 624168, 2012; actives 0.22% (n = 360,000);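 active = activation of at least 8% versus controls, or a plate z-score of at least 8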;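 note: Pro5 are CHO cells carrying HIG-tagged alpha-DG that lacks glycosylation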
iPSC survival up: enhancers of single-cell hiPSC survival, primary screen, ATPlite luminescence | 100% = ROCK inhibitor wells, 0% = DMSO | survival enhancement, % at 20 µM | actives 0.044% (n = 360,000) | AID 602274, 2012; in the data active = survival enhancement above about 18%;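 note: cells exposed to compounds for 16 hours before the ATP read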
N-glyco inh: increase of ERlucT glycosylation luciferase signal, primary screen, N-linked glycosylation inhibitor project, D54 ERlucT cells, luminescence, set 2 | AID 588692, 2011 | reporter increase, % at 12.5 µM | actives 0.23% (n = 360,000) | D54 ERlucT glycosylation luciferase reporter, 24 h; percent of 100 nM tunicamycin response;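 active = mean luciferase reporter signal, scaled so untreated is 0 and the glycosylation-blocking control 100, at or above a set limit in every replicate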;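 note: luciferase carries N-glycosylation sites so blocking glycosylation raises the light; 0% = median of neutral control wells and 100% = median of 100 nM tunicamycin wells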
PDI inh: inhibitors of human PDI, primary screen, biochemical, turbidity, single point, plate reader. actives 0.052% (n = 350,000). inhibition, % at 10 µM. Protein disulfide-isomerase (Homo sapiens), P07237. PDI insulin aggregation turbidity, A650, 90 min;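 active = mean inhibition across replicates of 30% or more, whatever share of single replicates reach that level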;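 note: absorbance from insulin aggregation driven by PDI reduction with DTT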
Target sequence (P07237 whole entry, looked up): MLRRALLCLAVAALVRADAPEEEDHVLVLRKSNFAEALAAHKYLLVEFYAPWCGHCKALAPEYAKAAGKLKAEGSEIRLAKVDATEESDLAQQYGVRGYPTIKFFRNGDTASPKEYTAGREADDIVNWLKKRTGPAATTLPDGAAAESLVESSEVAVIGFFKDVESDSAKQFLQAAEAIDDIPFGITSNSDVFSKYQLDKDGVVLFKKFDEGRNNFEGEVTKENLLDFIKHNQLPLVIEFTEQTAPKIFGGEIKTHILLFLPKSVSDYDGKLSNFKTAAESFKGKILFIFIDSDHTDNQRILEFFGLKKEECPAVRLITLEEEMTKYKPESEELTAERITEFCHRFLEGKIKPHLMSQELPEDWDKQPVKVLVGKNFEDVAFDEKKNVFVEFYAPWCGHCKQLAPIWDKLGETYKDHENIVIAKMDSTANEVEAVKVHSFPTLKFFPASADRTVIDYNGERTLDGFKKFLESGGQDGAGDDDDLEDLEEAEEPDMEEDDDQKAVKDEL
CaV13 ICDI inh: Disruptors of the CACNA1D IQ motif to Ca2+-dependent inactivation inhibitor domain association, primary screening, Förster resonance energy transfer in intact living …; HEK cells, CFP/YFP FRET ICDI-IQ, plate reader, 10 min; percent FRET-ratio fall versus neutral wells; AID 743397; actives 0.098% (n = 340,000); inhibition, % at 12.3 µM;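 active = mean replicate inhibition of at least 30% and at least 1% of replicates passing that level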;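 note: 0% = median of the neutral control wells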
H9c2 protect: cardioprotection against H2O2-induced cell death, primary screen, uHTS, H9c2 cells, ATPLite luminescence; H9c2 cardiomyocytes, H2O2 injury protection, 2 h; actives 0.63% (n = 360,000); protection from H2O2 cell death, % at 20 µM; AID 588492, 2011;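 active = compounds giving at least 50% protection of heart cells from peroxide-induced death in the single-dose screen, raw or plate-pattern-corrected value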;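 note: 0% = DMSO wells with peroxide and 100% = DMSO wells without peroxide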
Vif imaging: HIV Vif self-association inhibitors, primary screen, imaging, HEK293T, single point; HEK293T cells, Vif self-association by quenched fluorescence, 24 h; inhibition, % at 7.49 µM; AID 602346, 2012; actives 0.35% (n = 340,000); in the data active = inhibition above about 50%, passing the limit was not always enough; note: some results filed as inactive read as strong as hits
Exocytosis inh: LAMP-1 surface exposure blockers, TALL-104 cells – cell-based, flow cytometry, MLPCN library, primary screen; TALL-104 LAMP-1 surface exposure; cells stimulated with thapsigargin and PMA; actives 0.66% (n = 360,000); inhibition, % at 10 µM; AID 651702, 2012;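 active = inhibition above about 55%, limit read from the data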
An asterisk follows results filed as active.

Screening Cc1cccc(NC(=O)NC(=S)NC(=O)c2ccccc2)c1 returned HTR2A ag -3, ABCB6 inh 2 100, aDG glyco up 0.1, iPSC survival up 0.3, N-glyco inh 1, PDI inh 0, CaV13 ICDI inh -6, H9c2 protect -20, Vif imaging 4 and Exocytosis inh 1.
O=C(c1cnn(Cc2ccccc2)c1)N1CCN(S(=O)(=O)/C=C/c2ccccc2)CC1 was read as HTR2A ag 2, ABCB6 inh 2 102, aDG glyco up -0.3, iPSC survival up -0.7, N-glyco inh -1, PDI inh 14, CaV13 ICDI inh -5, H9c2 protect -7, Vif imaging -14 and Exocytosis inh -14.
Cc1cc2ncn(-c3nnnn3-c3ccccc3)c2cc1C was read as HTR2A ag 0, ABCB6 inh 2 100, aDG glyco up 0.1, iPSC survival up -1.6, N-glyco inh 0, PDI inh 2, CaV13 ICDI inh -3, H9c2 protect 5, Vif imaging 1 and Exocytosis inh 7.
`O=C(CN1C(=O)NC2(CCCC2)C1=O)Oc1ccc2ccc(=O)oc2c1` gave HTR2A ag -1, ABCB6 inh 2 106, aDG glyco up 0.2, iPSC survival up 0.4, N-glyco inh 0, PDI inh 1, CaV13 ICDI inh -1, H9c2 protect 9, Vif imaging 1 and Exocytosis inh -2.
CC(=O)c1ccc(N2CCN(S(=O)(=O)c3ccc4c(c3)CC(=O)N4C)CC2)cc1 was read as HTR2A ag 4, ABCB6 inh 2 89, aDG glyco up -0.3, iPSC survival up 0.0, N-glyco inh 3, PDI inh -5, CaV13 ICDI inh -7, H9c2 protect 0, Vif imaging 1 and Exocytosis inh -2.
`Cc1cccc(OCC(=O)Nc2ccc3c(c2)nc(CCN2CCCCC2)n3C)c1` gave HTR2A ag -16, ABCB6 inh 2 100, aDG glyco up 0.1, iPSC survival up -0.7, N-glyco inh -6, PDI inh 1, CaV13 ICDI inh -7, H9c2 protect 6, Vif imaging 4 and Exocytosis inh 2.
For CCOC(=O)c1c(C)[nH]c(C)c1S(=O)(=O)N1CCOCC1 the results were HTR2A ag 12, ABCB6 inh 2 96, aDG glyco up -0.2, iPSC survival up -0.2, N-glyco inh 1, PDI inh 3, CaV13 ICDI inh -6, H9c2 protect -4, Vif imaging -2 and Exocytosis inh -2.
COc1cc(OC)cc(C(=O)Nc2ccc3c(c2)COC3=O)c1 was read as HTR2A ag -5, ABCB6 inh 2 99, aDG glyco up 0.0, iPSC survival up 0.0, N-glyco inh 5, PDI inh 1, CaV13 ICDI inh -5, H9c2 protect 12, Vif imaging -1 and Exocytosis inh 6.
Screening Nc1nnc(SCC(=O)OCC(=O)c2ccccc2)s1 returned HTR2A ag -1, ABCB6 inh 2 103, aDG glyco up 0.4, iPSC survival up 2.1, N-glyco inh 3, PDI inh -7, CaV13 ICDI inh -16, H9c2 protect 14, Vif imaging 0 and Exocytosis inh 0.
`Cc1cccn2c(=O)nc(SCC(=O)Nc3cccc4ccccc34)nc12` gave HTR2A ag 1, ABCB6 inh 2 100, aDG glyco up -0.3, iPSC survival up 0.2, N-glyco inh -3, PDI inh -4, CaV13 ICDI inh -7, H9c2 protect 12, Vif imaging -5 and Exocytosis inh 0.
For CCCn1c(C)cc(C(=O)CN2C(=O)c3cccc(N)c3C2=O)c1C the results were HTR2A ag -3, ABCB6 inh 2 87, aDG glyco up 0.4, iPSC survival up -3.4, N-glyco inh 2, PDI inh 3, H9c2 protect -6, Vif imaging 3 and Exocytosis inh 1.
For CN(C)S(=O)(=O)c1ccc(C(=O)Nc2ccn(C)n2)cc1 the results were HTR2A ag -5, ABCB6 inh 2 96, aDG glyco up -0.1, iPSC survival up 0.9, N-glyco inh 1, PDI inh 6, CaV13 ICDI inh -3, H9c2 protect 3, Vif imaging 16 and Exocytosis inh -2.
Screening O=C(OCC(=O)N1CCCC1)c1cc(F)c(F)cc1Cl returned HTR2A ag 1, ABCB6 inh 2 95, aDG glyco up 0.0, iPSC survival up 0.6, N-glyco inh 1, PDI inh -6, CaV13 ICDI inh -4, H9c2 protect 1, Vif imaging 0 and Exocytosis inh 2.
For Cc1cc2cc(C)c3nnc(SCC(=O)Nc4ccc(S(=O)(=O)N5CCCCC5C)cc4)n3c2cc1C (stereo not given) the results were HTR2A ag -2, ABCB6 inh 2 102, aDG glyco up 0.0, iPSC survival up -0.6, N-glyco inh 2, PDI inh 2, CaV13 ICDI inh -15, H9c2 protect 10, Vif imaging -5 and Exocytosis inh 0.
`COc1cc(/C=N/NC(=O)c2c(-c3ccccc3)noc2C)ccc1O` gave HTR2A ag -4, ABCB6 inh 2 109, aDG glyco up -0.2, iPSC survival up -0.2, N-glyco inh 1, PDI inh 4, CaV13 ICDI inh -4, H9c2 protect 0, Vif imaging 0 and Exocytosis inh 0.
CCCCn1c(N)c(N(CCOC)C(=O)c2cc(S(=O)(=O)N3CCOCC3)ccc2Cl)c(=O)[nH]c1=O was read as HTR2A ag 3, ABCB6 inh 2 97, aDG glyco up 0.0, iPSC survival up -0.1, N-glyco inh 0, PDI inh -1, CaV13 ICDI inh -5, H9c2 protect -1, Vif imaging 31 and Exocytosis inh 3.
`CCOC(=O)N1CCN(C(=O)c2ccc3c(SCC(=O)O)c4c(nc3c2)CCCC4)CC1` gave HTR2A ag 6, ABCB6 inh 2 101, aDG glyco up 0.0, iPSC survival up 0.6, N-glyco inh 1, H9c2 protect -1, Vif imaging -5 and Exocytosis inh -1.
`O=C1NC(=S)NC1Cc1ccc(O)cc1` (stereo not given) gave HTR2A ag -4, ABCB6 inh 2 104, aDG glyco up 0.3, iPSC survival up 0.7, N-glyco inh 2, PDI inh 0, CaV13 ICDI inh -5, H9c2 protect -2, Vif imaging 2 and Exocytosis inh 2.
O=C1C=C(c2ccc(-c3ccccc3)c(F)c2)C[C@@H](c2ccc3c(c2)OCO3)C1 was read as HTR2A ag 5, ABCB6 inh 2 98, aDG glyco up -0.2, iPSC survival up -1.4, N-glyco inh -2, PDI inh -10, CaV13 ICDI inh -6, H9c2 protect -13, Vif imaging -4 and Exocytosis inh 1.
For O=C(c1ccc(Cl)s1)N1CCN(c2ncccn2)CC1 the results were HTR2A ag -4, ABCB6 inh 2 96, aDG glyco up -0.1, iPSC survival up -0.5, N-glyco inh 3, PDI inh 0, CaV13 ICDI inh -3, H9c2 protect -4, Vif imaging -4 and Exocytosis inh -1.
`C=CCNc1ncnc2c1[nH]c1ccc(Cl)cc12` gave HTR2A ag 1, ABCB6 inh 2 96, aDG glyco up 4.1, iPSC survival up -0.8, N-glyco inh 3, PDI inh 13, CaV13 ICDI inh -4, H9c2 protect -12, Vif imaging -35 and Exocytosis inh -2.
CCOc1ccc(NC(=O)c2cc(S(=O)(=O)N3CCOCC3)cn2C)cc1 was read as HTR2A ag 1, ABCB6 inh 2 100, aDG glyco up -0.1, iPSC survival up 3.3, N-glyco inh -1, CaV13 ICDI inh 4, H9c2 protect -8, Vif imaging 28 and Exocytosis inh 0.
For CC1CCN(Cc2c(C(=O)N/N=C/c3ccc(C(C)C)cc3)nnn2-c2nonc2N)CC1 the results were HTR2A ag 4, ABCB6 inh 2 91, aDG glyco up 0.2, iPSC survival up 0.1, N-glyco inh 3, PDI inh 5, CaV13 ICDI inh -1, H9c2 protect -9, Vif imaging 3 and Exocytosis inh 16.
`NC(=O)Cn1c(=O)n(Cc2ccccc2)c(=O)c2cccnc21` gave HTR2A ag -3, ABCB6 inh 2 93, aDG glyco up 0.1, iPSC survival up -0.5, N-glyco inh -1, PDI inh -2, CaV13 ICDI inh -5, H9c2 protect 3, Vif imaging -4 and Exocytosis inh -2.
For COc1ccc(OC)c(N(C(=O)c2snc(C(N)=O)c2N)C(C(=O)NCC2CCCO2)c2ccc3ncccc3c2)c1 (stereo not given) the results were HTR2A ag 10, ABCB6 inh 2 107, aDG glyco up 0.0, iPSC survival up -0.4, N-glyco inh 0, PDI inh -7, CaV13 ICDI inh -2, H9c2 protect 3, Vif imaging -9 and Exocytosis inh 3.
For Cc1ccc(-n2c(SCC(=O)OC(C)C)nnc2-c2cnccn2)cc1 the results were HTR2A ag 0, ABCB6 inh 2 97, aDG glyco up -0.3, iPSC survival up -0.7, N-glyco inh 2, PDI inh -4, CaV13 ICDI inh -3, H9c2 protect 3, Vif imaging 6 and Exocytosis inh -2.
For CN1CCC(N(C)C(=O)CNC(=O)c2ccc(C(C)(C)C)cc2)CC1 the results were HTR2A ag 4, ABCB6 inh 2 98, aDG glyco up -0.3, iPSC survival up -0.7, N-glyco inh 3, PDI inh -3, CaV13 ICDI inh -3, H9c2 protect 0, Vif imaging 2 and Exocytosis inh 0.
`COc1ccc(NC2=C(C(C)=O)C(c3ccc(OC)cc3)C(C(C)=O)C(C)(O)C2)cc1` (stereo not given) gave HTR2A ag 0, ABCB6 inh 2 109, aDG glyco up 0.2, iPSC survival up -0.5, N-glyco inh -1, PDI inh 1, CaV13 ICDI inh -5, H9c2 protect 4, Vif imaging -1 and Exocytosis inh -1.
CCOc1ccc(NC(=O)CN2CCN(CC(=O)c3ccc(OC)c(OC)c3)CC2)cc1 was read as HTR2A ag 3, ABCB6 inh 2 97, aDG glyco up -0.2, iPSC survival up 0.5, N-glyco inh 1, PDI inh 12, CaV13 ICDI inh 0, H9c2 protect 2, Vif imaging 2 and Exocytosis inh 2.
CCCCNC(=O)CNC(=O)c1nn(-c2ccc(OC)c(Cl)c2)c(=O)c2ccccc12 was read as HTR2A ag 3, ABCB6 inh 2 98, aDG glyco up 0.0, iPSC survival up 1.0, N-glyco inh -2, PDI inh 7, CaV13 ICDI inh -21, H9c2 protect 1, Vif imaging -3 and Exocytosis inh 11.
Screening COc1ccc(Nc2c3c(nc4ccccc24)CCC3)c(OC)c1 returned HTR2A ag -5, ABCB6 inh 2 96, aDG glyco up 0.1, iPSC survival up -0.7, N-glyco inh 10, PDI inh 3, CaV13 ICDI inh -7, H9c2 protect -15, Vif imaging 2 and Exocytosis inh 38.

An excerpt from above in order of length of the SMILES, rising:
CCOc1ccc(NC(=O)CN2CCN(CC(=O)c3ccc(OC)c(OC)c3)CC2)cc1 was read as HTR2A ag 3, ABCB6 inh 2 97, aDG glyco up -0.2, iPSC survival up 0.5, N-glyco inh 1, PDI inh 12, CaV13 ICDI inh 0, H9c2 protect 2, Vif imaging 2 and Exocytosis inh 2.
CCCCNC(=O)CNC(=O)c1nn(-c2ccc(OC)c(Cl)c2)c(=O)c2ccccc12 was read as HTR2A ag 3, ABCB6 inh 2 98, aDG glyco up 0.0, iPSC survival up 1.0, N-glyco inh -2, PDI inh 7, CaV13 ICDI inh -21, H9c2 protect 1, Vif imaging -3 and Exocytosis inh 11.
`COc1ccc(NC2=C(C(C)=O)C(c3ccc(OC)cc3)C(C(C)=O)C(C)(O)C2)cc1` (stereo not given) gave HTR2A ag 0, ABCB6 inh 2 109, aDG glyco up 0.2, iPSC survival up -0.5, N-glyco inh -1, PDI inh 1, CaV13 ICDI inh -5, H9c2 protect 4, Vif imaging -1 and Exocytosis inh -1.

This is a random part of the collection. About 3.1% of those tested had a hit in this group.
